XIAP displacement = XIAP antagonists, biochemical, IAP family, fluorescence polarization (AID 1018). E3 ubiquitin-protein ligase XIAP (Homo sapiens). XIAP BIR domain, fluorescence polarization peptide displacement; higher % means a stronger effect. displacement, % at 20 µM; hits with a dose series show IC50 in µM. 200,000 compounds, 0.007% hits; in the data active means displacement above about 50%; further: a part of the inactive calls stands beside numbers as strong as those of hits
PMI inhibitors = inhibitors of human PMI, primary screen, biochemical, fluorescence intensity, coupled assay (AID 1209) | purified PMI enzyme, coupled fluorescence intensity; higher % means a stronger effect | inhibition, % at 20 µM, or IC50 in µM where a hit was titrated | 190,000 compounds, 0.42% hits;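 further: plate controls were DMSO vehicle for no effect and wells lacking substrate for full effect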
KOR beta-arrestin-1 = KOR agonists, beta-arrestin recruitment, primary screen, cell-based, luminescence, uHTS (AID 1777) | activation, % at 10 µM, or EC50 in µM where a hit was titrated | KOR beta-arrestin recruitment, luminescence; higher % means a stronger effect | 280,000 compounds, 0.02% hits; in the data active means activation above about 50%, passing the limit was not always enough; further: a part of the inactive calls stands beside numbers as strong as those of hits
LYP inhibition = inhibitors of LYP phosphatase, biochemical, fluorescence intensity, uHTS (AID 1779) | Tyrosine-protein phosphatase non-receptor type 22 (Homo sapiens) | recombinant LYP phosphatase, fluorescence intensity; higher % means a stronger effect | inhibition, % at 11.5 µM, or IC50 in µM where a hit was titrated | 290,000 compounds, 0.054% hits;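 further: plate controls were vehicle with enzyme for no effect and no enzyme for full effect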
HEK293 NOD2/NF-kB = NOD2 signaling inhibitors, cell-based, luminescence, uHTS, HEK293 (AID 1566); 290,000 compounds, 0.63% hits; inhibition, % at 4 µM, or EC50 in µM where a hit was titrated; HEK293 NOD2/NF-kB luciferase reporter, luminescence; higher % means a stronger effect; further: many of its hits are not listed in these tables
NOD1 NF-kB reporter = NOD1 signaling inhibitors, primary screen, cell-based, luminescence, uHTS (AID 1578) | inhibition, % at 4 µM, or EC50 in µM where a hit was titrated | 290,000 compounds, 1% hits | NOD1-driven NF-kB luciferase reporter cells, luminescence; higher % means a stronger effect; in the data active means inhibition mostly above about 36%, no sharp cut-off; inactive means mostly below about 34%;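 further: HEK-293T reporter cells stimulated with the NOD1 agonist gamma-tri-DAP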
PMI inhibition = human PMI inhibitors, high substrate, primary screen, biochemical, fluorescence intensity, high mannose 6-phosphate (AID 1220); Mannose-6-phosphate isomerase (Homo sapiens); recombinant PMI enzyme, coupled fluorescence intensity; higher % means a stronger effect; inhibition, % at 20 µM, or IC50 in µM where a hit was titrated; 190,000 compounds, 0.66% hits
KOR beta-arrestin-2 = KOR antagonists, beta-arrestin recruitment, cell-based, luminescence, uHTS (AID 1778); Kappa-type opioid receptor (Homo sapiens); KOR beta-arrestin recruitment, luminescence, antagonist mode; higher % means a stronger effect; inhibition, % at 10 µM; hits with a dose series show IC50 in µM; 290,000 compounds, 0.091% hits; further: strong numbers were not always called active
TNAP activation fold = human TNAP enzyme activators, primary screen, biochemical, luminescent, no phosphate acceptor, uHTS (AID 1001); Alkaline phosphatase, tissue-nonspecific isozyme (Homo sapiens); purified TNAP, luminescent activation assay, no phosphate acceptor; higher activation fold means a stronger effect; activation fold at 20 µM, or EC50 in µM where a hit was titrated; 200,000 compounds, 0.03% hits; in the data active means activation fold from about 3, or a potency from the dose series; inactive means the rest, 99 in 100 with activation fold below about 1.6; further: many of its hits are not listed in these tables
* marks the source's active call; other numbers are inactive results; . = no result given; [ ] = dose if it differs, or a comment. Unless noted, no stated cut-off is given here; in the data, active means inhibition above about 50%; inactive means the rest. This is a subset; rates above refer to the full screens.

XIAP displacement	PMI inhibitors	KOR beta-arrestin-1	LYP inhibition	HEK293 NOD2/NF-kB	NOD1 NF-kB reporter	PMI inhibition	KOR beta-arrestin-2	TNAP activation fold	SMILES
-4.8%	1%	-2.2%	-3%	16%	8%	14%	-22%	1.1	O=C(Cn1cnc2ccccc2c1=O)Nc1nnc(SCc2ccccc2)s1
-2.0%	5%	1.6%	-4%	2%	-7%	3%	-31%	1.1	COc1ccc(C)cc1NC(=O)C(OC(=O)CNC(=O)c1cccc(F)c1)c1ccccc1 (configuration not stated)
.	.	0.3%	-9%	12%	-30%	.	-9%	.	COc1ccc(NC(=O)N2C3CCCC2CC(NC(=O)C2CC2)C3)cc1 (configuration not stated)
-11%	3%	4.4%	-6%	10%	16%	5%	-25%	1.1	c1cc2c(cc1-n1cnnn1)OCO2
.	.	-1.9%	-3%	-14%	-2%	.	-6%	.	COC(=O)c1ccccc1NC(=O)CNCCc1ccc(OC)c(OC)c1
-4.0%	-11%	1.9%	-2%	5%	-26%	-17%	0%	1	O=C(CN1C(=O)C2C3CC(C(Br)C3Br)C2C1=O)N1CCOCC1 (configuration not stated)
-13%	15%	-2.9%	-6%	1%	-25%	4%	-7%	1	Cn1ccnc1SCC(=O)Nc1ccc2c(c1)OC(F)(F)O2
-3.6%	5%	-1.5%	-2%	0%	-6%	6%	-9%	1.1	O=C(NCc1ccccc1)N1CCN(c2ccccc2F)CC1

Three compounds already listed, arranged by their value in LYP inhibition, descending.
SMILES | LYP inhibition
O=C(CN1C(=O)C2C3CC(C(Br)C3Br)C2C1=O)N1CCOCC1 (configuration not stated) | -2%
O=C(Cn1cnc2ccccc2c1=O)Nc1nnc(SCc2ccccc2)s1 | -3%
COc1ccc(NC(=O)N2C3CCCC2CC(NC(=O)C2CC2)C3)cc1 (configuration not stated) | -9%

Further structures:
XIAP displacement	PMI inhibitors	KOR beta-arrestin-1	LYP inhibition	HEK293 NOD2/NF-kB	NOD1 NF-kB reporter	PMI inhibition	KOR beta-arrestin-2	TNAP activation fold	SMILES
.	.	1.5%	-6%	-4%	-19%	.	-44%[20 µM]	.	CCCC(=O)Nc1ccc(NCc2ccc(C)s2)cc1
.	.	-1.5%	-8%	6%	-32%	.	-30%[20 µM]	.	CCCCn1nnnc1NCc1ccc(C)cc1
.	.	2.2%	-5%	5%	-3%	.	37%	.	O=C(O)C1=C[C@@H](c2ccc(F)cc2)C[C@@H](OCCCCO)O1
-2.2%	7%	1.4%	-6%	9%	10%	-6%	14%	1.1	COC(=O)C1=C(N)Oc2cc(C)n(Cc3cccnc3)c(=O)c2C1c1cccc(OC)c1OC (configuration not stated)
.	.	3.4%	8%	15%	0%	.	-35%	.	CC1=NN(c2ccccc2)C(=O)/C1=C\C=C\c1ccccc1
-4.6%	11%	-1.3%	-5%	2%	-14%	6%	11%	1	CCn1c(SCC(=O)N2CCCCC2)nnc1-c1ccc(S(=O)(=O)N2CCN(C)CC2)cc1
.	.	4.8%	2%	5%	0%	.	-22%	.	COc1ccccc1/C=C/C=N/n1c(-c2ccccc2)n[nH]c1=S
-5.3%	3%	-11%	-2%	2%	-10%	38%	10%	0.6	COc1cc(C(c2c(C)[nH][nH]c2=O)c2c(C)[nH][nH]c2=O)cc([N+](=O)[O-])c1O
-1.5%	7%	-5.3%	-5%	22%	-25%	2%	-17%	1.2	COC(=O)c1sc2cc(C(F)(F)F)cnc2c1-c1ccccn1
-0.1%	14%	2.7%	3%	4%	-23%	15%	-23%	1.1	CCOc1cc(/C=N/NC(=O)OC)ccc1OCCSc1ccc(Cl)cc1
-3.6%	-3%	-0.8%	-10%	2%	-19%	-1%	40%	1.1	CC(=O)NC(C)c1ccc(Cl)c(Cl)c1 (configuration not stated)
-10%	15%	1.5%	-4%	26%	11%	18%	-92%	0.8	COc1ccc(N=c2oc3cc(O)ccc3cc2C(=O)Nc2ccccn2)cc1OC
.	.	-0.2%	-3%	6%	-4%	.	18%	.	O=C(Nc1ccc(F)cc1)OCCOc1ccc(Br)cc1
12%	9%	-1.0%	-8%	-1%	-24%	6%	-45%	1.1	O=C(Nc1ccc(OC(F)F)c(Cl)c1)c1cccc(OC(F)F)c1
-5.0%	24%	1.2%	-7%	6%	-18%	17%	-14%	1.1	CC(C)CCNC(=O)c1cc(-c2ccco2)nc2ccccc12
.	.	5.4%	-4%	25%	-6%	.	15%	.	Cc1cccc(N2C(=O)C(O)=C(C(=O)c3cccs3)C2c2ccccc2)n1 (configuration not stated)

Arranged by number of heavy atoms (highest first): 9 of the compounds above
XIAP displacement	PMI inhibitors	KOR beta-arrestin-1	LYP inhibition	HEK293 NOD2/NF-kB	NOD1 NF-kB reporter	PMI inhibition	KOR beta-arrestin-2	TNAP activation fold	SMILES
-2.2%	7%	1.4%	-6%	9%	10%	-6%	14%	1.1	COC(=O)C1=C(N)Oc2cc(C)n(Cc3cccnc3)c(=O)c2C1c1cccc(OC)c1OC (configuration not stated)
-4.6%	11%	-1.3%	-5%	2%	-14%	6%	11%	1	CCn1c(SCC(=O)N2CCCCC2)nnc1-c1ccc(S(=O)(=O)N2CCN(C)CC2)cc1
-10%	15%	1.5%	-4%	26%	11%	18%	-92%	0.8	COc1ccc(N=c2oc3cc(O)ccc3cc2C(=O)Nc2ccccn2)cc1OC
-0.1%	14%	2.7%	3%	4%	-23%	15%	-23%	1.1	CCOc1cc(/C=N/NC(=O)OC)ccc1OCCSc1ccc(Cl)cc1
12%	9%	-1.0%	-8%	-1%	-24%	6%	-45%	1.1	O=C(Nc1ccc(OC(F)F)c(Cl)c1)c1cccc(OC(F)F)c1
-5.0%	24%	1.2%	-7%	6%	-18%	17%	-14%	1.1	CC(C)CCNC(=O)c1cc(-c2ccco2)nc2ccccc12
.	.	2.2%	-5%	5%	-3%	.	37%	.	O=C(O)C1=C[C@@H](c2ccc(F)cc2)C[C@@H](OCCCCO)O1
.	.	-0.2%	-3%	6%	-4%	.	18%	.	O=C(Nc1ccc(F)cc1)OCCOc1ccc(Br)cc1
-3.6%	-3%	-0.8%	-10%	2%	-19%	-1%	40%	1.1	CC(=O)NC(C)c1ccc(Cl)c(Cl)c1 (configuration not stated)

The list goes on.
XIAP displacement	PMI inhibitors	KOR beta-arrestin-1	LYP inhibition	HEK293 NOD2/NF-kB	NOD1 NF-kB reporter	PMI inhibition	KOR beta-arrestin-2	TNAP activation fold	SMILES
-7.9%	-2%	8.2%	-4%	10%	-19%	-5%	-4%	1	CC(C)NC(=O)COC(=O)c1ccc(Cl)c(S(=O)(=O)N2CCCC2)c1
-3.8%	4%	-4.8%	-8%	5%	-14%	3%	22%	1.1	COc1ccccc1CNS(=O)(=O)c1cc(C)ccc1OC
.	.	6.1%	-6%	-52%	4%	.	-37%	.	Cc1ncc(CO)c(/C=N/Nc2cccc(Cl)n2)c1O
.	.	4.9%	-9%	-10%	22%	.	-67%	.	CN(C(=O)CN1C(=O)S/C(=C\c2ccc(Cl)cc2)C1=O)C1CCS(=O)(=O)C1 (configuration not stated)
-4.4%	15%	-4.1%	-1%	0%	-11%	10%	-26%	1.1	COc1ccccc1C(=O)Nc1ccccc1N1CCN(S(C)(=O)=O)CC1
-7.2%	11%	-0.9%	0%	16%	0%	11%	-105%[20 µM]	1.1	CCOc1ccccc1N=CC1=C(O)CC(c2ccccc2)CC1=O (configuration not stated)
-3.4%	3%	0.2%	-8%	4%	-30%	3%	-3%	1	CN(CC(=O)NC1CCCCCC1)S(=O)(=O)c1cnc[nH]1
1.1%	-3%	-4.0%	-33%	-2%	-23%	2%	3%	1.1	CCOc1cc(/C=N\NC(=O)OC)ccc1OC(=O)c1ccco1
-11%	4%	.	-8%	9%	42%	8%	6%[20 µM]	0.8	Cc1nc(NC(=S)NC(=O)c2cncc(Br)c2)ccc1Br
.	.	1.0%	-6%	28%	19%	.	-10%	.	CC(C)CNc1nc(N)c([N+](=O)[O-])c(N2CCCCCC2)n1
-5.3%	-4%	-3.7%	1%	0%	2%	-3%	18%	1.2	O=C(NCc1cccs1)C1CCC(CNS(=O)(=O)c2ccc(Br)s2)CC1 (configuration not stated)
-1.7%	-10%	.	-4%	6%	-25%	-6%	7%[20 µM]	1	COc1ccc(OC)c(C(c2nnnn2Cc2ccco2)N2CCN(C)CC2)c1 (configuration not stated)
-6.3%	13%	-7.9%	-10%	11%	4%	8%	24%	0.7	N=C1C(c2nc3ccccc3c(=O)[nH]2)=C(O)CN1CCO
-8.3%	5%	1.8%	-4%	27%	27%	1%	-20%	1.1	CC1CCC(Nc2nnnn2-c2ccccc2)CC1 (configuration not stated)
.	.	1.7%	-1%	8%	-5%	.	-40%	.	COc1ccc(-n2c(=S)[nH]c3ccccc3c2=S)cc1
.	.	-4.2%	-4%	-48%	-10%	.	14%	.	CCOc1cc(/C=C/c2nc3ccccc3c(=O)[nH]2)ccc1O
-4.7%	-10%	-4.3%	3%	-3%	-29%	-15%	0%	1.1	CCCC(=O)Nc1cc(-c2nc3ncccc3o2)ccc1C
-2.3%	7%	-4.4%	-9%	-16%	-26%	10%	2%	1.1	CC(=O)c1cnc(Nc2ccccc2)s1
.	.	-4.8%	-6%	-19%	-15%	.	4%	.	S=C(NCCCN1CCOCC1)N(Cc1ccccc1)Cc1ccccc1
1.1%	-23%	-4.2%	-2%	13%	-15%	-11%	-8%	1.1	O=C(C[n+]1ccccc1)c1ccc(-c2ccccc2)cc1
-6.2%	8%	-1.0%	-8%	-40%	9%	12%	-14%	1	CCOC(=O)c1cnc2ccc(OC)cc2c1Nc1ccc2c(c1)OCCO2
-6.7%	3%	2.1%	-4%	-5%	-3%	2%	-16%	1	COc1ccc(C(=O)Cn2nnc(-c3ccccc3NC(=O)C(F)(F)F)n2)cc1
-1.2%	9%	-1.7%	2%	12%	-71%	1%	-27%	1	Cc1nn(-c2ccccc2)c(N2CCCC2)c1/C=N/n1cnc2scc(-c3ccccc3)c2c1=O
0.1%	4%	0.1%	-4%	8%	-36%	18%	-8%	1	CCOc1cc(NC(=O)c2ccco2)c(OCC)cc1NC(=O)Cc1ccc(OC)c(OC)c1
-5.3%	-1%	1.2%	-8%	-1%	-12%	2%	26%	1.1	CC(C)NC(=O)CSc1nnc(-c2ccc(S(=O)(=O)N3CCCC3)cc2)n1CC1CCCO1 (configuration not stated)
.	.	1.7%	-10%	12%	16%	.	-14%[20 µM]	.	COc1ccccc1C1Nc2ccccc2NC2=C1C(=O)CC(C)(C)C2 (configuration not stated)
.	.	-5.1%	-8%	6%	-23%	.	14%	.	CCOC(=O)CSc1nc(COc2ccccc2)nc2ccccc12
0.4%	27%	-4.7%	-3%	-1%	-29%	48%	-9%	1.1	C(=N\N1CCOCC1)/c1nc(-c2ccccc2)n2ccccc12
-8.6%	-41%	0.0%	-1%	-66%	-38%	-71%	41%	1.1	C/C(CCC1CC(C)OC1=O)=N/Nc1nc(-c2ccccc2)cs1 (configuration not stated)
-38%	10%	4.4%	-5%	-55%	-32%	3%	27%	1.1	CCOC(=O)c1c(C)nc(-c2ccccc2)nc1N
.	.	-1.5%	2%	-19%	-2%	.	11%	.	COc1cc(/C=C2\NC(=O)NC2=O)cc(Br)c1OC
